TGFb SMAD3 inh = qHTS for Inhibitors of TGF-b; HepG2 CAGA-GFP TGF-b/SMAD3 reporter, GFP fluorescence, 18 h; TGF-beta stimulated, 500 pg/mL final; Potency, µM (top dose mostly 46.1 µM), without a hit: at the top dose activity, negative = inhibition, hits mostly inhibitors; 410,000 compounds, 1.2% hits; AID 588855, 2011; note: % is set by controls: 0 for no effect and ±100 for the full control effect; nearly all actives have a fitted effect of over 65% in size
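GFP signal (ex488/em500-530) from TGF-beta-stimulated HEPG2 CAGA-GFP cells, 500 pg/mL final, 18 h at 37 degrees C in DMEM plus 1% FBS, normalized to unstimulated and DMSO-stimulated controls.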
ATXN2 expr inh = Primary qHTS for Inhibitors of ATXN expression; AID 1745845, 2022; 360,000 compounds, 0.72% hits; Potency, µM (highest dose often 57 µM), inactives show top-dose activity change, negative = inhibition, usual class: inhibitors; HEK-293 ATXN2-luciferase reporter, luminescence, 24 h; note: % is set by controls: 0 for no effect and ±100 for the full control effect; nearly all actives have a fitted effect of over 55% in size
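ATXN2-luciferase reporter cells (luciferase flanked by upstream and downstream ATXN2 gene portions) were treated 24 h at 37 °C with compounds at up to 57 uM. SteadyGlo luminescence gave expression; GF-AFC fluorescence gave viability.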
A549 tox = Nrf2 qHTS screen for inhibitors: counterscreen for cytotoxicity. A549 ARE-Fluc cells, CellTiter-Fluor viability, 18-24 h. Potency, µM (series often up to 46 µM), without a hit: at the top dose activity change, negative = cytotoxicity, actives largely listed as inhibitors. 390,000 compounds, 0.16% hits. AID 504648, 2011; note: % is set by controls: 0 for no effect and ±100 for the full control effect
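Cytotoxicity counterscreen: CellTiter-Fluor fluorescence was measured in A549 ARE_Fluc cells after 18-24 h of compound exposure in a concentration series. The subsequent BugLite luminescent read reports ARE-luciferase activity.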
Nrf2 block = Nrf2 qHTS screen for inhibitors; Potency, µM (highest dose often 46 µM), without a hit: at the top dose activity change, negative = inhibition, actives largely listed as inhibitors; A549 ARE-Fluc reporter, luciferase luminescence, 18-24 h; 360,000 compounds, 2.1% hits; note: % is set by controls: 0 for no effect and ±100 for the full control effect; nearly all actives have a fitted effect of over 60% in size
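A549 ARE_Fluc cells, 5000/well, 5% FBS OPTI-MEM; compounds in dose-response, 18-24 h at 37 °C/5% CO2; CellTiter-Fluor viability read (Ex 405/Em 525), then BugLite luciferase luminescence = Nrf2 activity.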
MCF10A rereplic = A quantitative high throughput screen for small molecules that induce DNA re-replication in MCF 10a normal breast cells | Potency, µM (doses to about 46.1 µM), for the others: at the top dose activity, positive = re-replication, most hits filed as activators | 350,000 compounds, 2.9% hits | MCF 10A DNA re-replication, Hoechst nuclear intensity, 48 h | AID 624296, 2012; note: % of control where 0% means no effect; nearly all actives have a fitted effect of over 50% in size
HepG2 viability = qHTS for Inhibitors of TGF-b: Cytotox Counterscreen. Potency, µM (top dose mostly 46.1 µM), for the others: top-dose activity change, negative = cytotoxicity, usual class: cytotoxic. 410,000 compounds, 0.76% hits. HepG2 CAGA-GFP viability, ATP luminescence, 18 h; note: some results filed as inactive show a strong effect at the top dose
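HepG2 CAGA-GFP cells (1000/well, DMEM with 1% FBS) received compound, then TGF-beta at 500 pg/mL final, and were incubated 18 hours at 37 degrees C. Viability was read by CellTiter-Glo luminescence. Media-only wells were set as complete cell-killing and DMSO as no toxicity.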
Nrf2 activator = qHTS of Nrf2 Activators. AREc32 ARE-luciferase reporter (MCF7-derived line), luminescence, 24 h. Potency, µM (series often up to 46.1 µM), inactives show top-dose activation, usual class: activators. 410,000 compounds, 0.31% hits; note: % of control where 0% means no effect; nearly all actives have a fitted effect of over 65% in size
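ARE-driven firefly luciferase activity in AREc32 cells measured after a 24 hr compound exposure at 37 deg C, using Steady-Glo reagent and a 30 min room-temperature hold.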
EPAC2 antagonist = qHTS for Antagonist of cAMP-regulated guanine nucleotide exchange factor 2 (EPAC2): primary screen | EPAC2 GEF exchange of Rap1B-BODIPY-GDP, fluorescence | Potency, µM (titrated, usually from 114 µM), inactives show at the highest dose activity, negative = inhibition, hits mostly inhibitors | 360,000 compounds, 0.18% hits; note: % is set by controls: 0 for no effect and ±100 for the full control effect; nearly all actives have a fitted effect of over 45% in size; many of its hits are not listed in these tables
Target sequence (Q8WZA2 whole entry, looked up): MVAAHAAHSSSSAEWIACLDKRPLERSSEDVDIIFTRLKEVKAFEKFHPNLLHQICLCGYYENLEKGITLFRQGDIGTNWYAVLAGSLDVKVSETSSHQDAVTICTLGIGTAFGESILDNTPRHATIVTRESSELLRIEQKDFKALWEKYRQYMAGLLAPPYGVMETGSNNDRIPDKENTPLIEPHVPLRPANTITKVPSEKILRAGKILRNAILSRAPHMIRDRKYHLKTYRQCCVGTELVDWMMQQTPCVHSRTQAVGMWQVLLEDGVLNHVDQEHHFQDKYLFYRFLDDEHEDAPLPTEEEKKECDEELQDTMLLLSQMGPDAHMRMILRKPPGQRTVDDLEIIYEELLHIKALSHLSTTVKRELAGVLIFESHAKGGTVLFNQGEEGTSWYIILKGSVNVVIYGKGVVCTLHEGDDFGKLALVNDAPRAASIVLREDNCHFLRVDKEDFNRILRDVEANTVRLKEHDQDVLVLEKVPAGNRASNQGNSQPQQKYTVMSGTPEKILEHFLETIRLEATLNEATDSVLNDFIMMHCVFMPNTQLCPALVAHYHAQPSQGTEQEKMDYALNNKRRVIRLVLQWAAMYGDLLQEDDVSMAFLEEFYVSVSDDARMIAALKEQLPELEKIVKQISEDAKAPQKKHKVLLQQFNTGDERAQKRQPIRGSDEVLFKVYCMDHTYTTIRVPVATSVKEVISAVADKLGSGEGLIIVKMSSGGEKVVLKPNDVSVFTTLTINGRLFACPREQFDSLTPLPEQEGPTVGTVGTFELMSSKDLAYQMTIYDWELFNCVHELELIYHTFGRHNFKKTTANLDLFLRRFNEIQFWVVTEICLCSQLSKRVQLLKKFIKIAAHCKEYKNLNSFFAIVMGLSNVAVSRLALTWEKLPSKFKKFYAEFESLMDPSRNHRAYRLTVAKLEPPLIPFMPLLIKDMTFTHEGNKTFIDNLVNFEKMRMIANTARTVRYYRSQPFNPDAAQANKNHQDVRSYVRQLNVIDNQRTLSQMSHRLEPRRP
ATXN viability = Viability Counterscreen for Primary qHTS for Inhibitors of ATXN expression; 400,000 compounds, 0.49% hits; Potency, µM (top dose mostly 56.7 µM), most hits filed as cytotoxic; AID 651635, 2014; S2 cells (HEK-293 line with an ATXN2-luciferase reporter) viability, CellTiter-Fluor protease fluorescence, 24 h; note: nearly all actives have a fitted effect of over 40% in size
An asterisk follows results filed as active; i = inactive; ? = inconclusive; . = no result given. Calls come from the whole dose curve; as a rule, active = well fitted curve in the direction sought with a large enough effect; inconclusive = small, poorly fitted or top-dose-only effect, or another doubt; inactive = no such curve, though single readings can be large; an effect the other way counts as inactive or inconclusive. Potency is the fitted concentration of half-maximal effect. This is a subset, so the mix of outcomes need not match the whole.

entry	Structure	TGFb SMAD3 inh	ATXN2 expr inh	A549 tox	Nrf2 block	MCF10A rereplic
1	COc1ccc(N(C)C(=O)c2cn(CC(C)C)c(=O)c3cc(OC)c(OC)cc23)cc1	0%	-2%	-13%	-22%	-1%
2	COc1ccc(Nc2ncnc3ccc([N+](=O)[O-])cc23)c(OC)c1	-24%	-7%	-14%	-18%	-3%
3	CCOC(=O)CSc1nc2cc(C(=O)NCc3ccco3)ccc2c(=O)n1C1CCCCC1	11%	-18%	2%	14%	18%
4	CS(=O)(=O)c1ccc(Cl)c(NC(=O)c2cccc(-n3cnnn3)c2)c1	20%	-28%	0%	2%	8%
5	CCN(CC)S(=O)(=O)c1ccc(C(=O)Nc2ccc(OCC(=O)N3CCOCC3)cc2)cc1	0%	7%	-6%	-20%	-1%
6	CCN1CCCC1CNC(=O)c1ccc2c(c1)N(Cc1cccc(Cl)c1)C(=O)c1ccccc1S2(=O)=O (stereo not drawn)	?	-20%	-3%	-17%	4%
7	O=C(O)c1ccc2c(=O)n3c(nc2c1)/C(=C/c1ccc(F)cc1)CC3	1%	-5%	-5%	?	-2%
8	C[C@H]1CN([C@@H](C)CO)C(=O)c2cc(Br)cnc2O[C@@H]1CN(C)C(=O)Nc1ccc(C(F)(F)F)cc1	12%	-4%	.	.	.
9	Cc1cc(NC(=O)CSc2nnc3c(C)cc4ccccc4n23)no1	2%	1%	-1%	8%	1%
10	Cc1ccc(C)n1-c1c(C(=O)NCC(C)c2ccccc2)sc2ncccc12 (stereo not drawn)	11µM*	-15%	-2%	.	.

entry	HepG2 viability	Nrf2 activator	EPAC2 antagonist	ATXN viability
1	-5%	0.5%	7%	i
2	5%	2.5%	-2%	i
3	-8%	0.3%	-5%	i
4	-24%	-0.9%	-1%	i
5	-18%	0.0%	17%	i
6	-57%	2.2%	2%	?
7	-6%	0.1%	3%	i
8	0%	4.4%	-7%	?
9	-5%	4.4%	5%	i
10	-39%	7.6%	.	?

Going on with the list.
entry	Structure	TGFb SMAD3 inh	ATXN2 expr inh	A549 tox	Nrf2 block	MCF10A rereplic
11	Cc1nc2ccc(C(=O)Nc3cccc(NS(C)(=O)=O)c3)cn2c1N(C)C(=O)CCc1ccccc1	-1%	-6%	.	.	.
12	COC(=O)c1ccc(OCC(O)CN2C(=O)c3ccccc3S2(=O)=O)cc1 (stereo not drawn)	-12%	-26%	-3%	-7%	10%
13	O=C(COC(=O)/C=C/c1cccs1)NC(c1ccccc1)c1ccccc1	6%	-10%	-4%	-11%	5%
14	COc1ccc(/C=N/NC(=O)c2ccoc2C)cc1COc1ccc(Cl)cc1	-9%	-17%	-28%	13µM*	-12%
15	COc1ccccc1C(=O)Nc1ccc(OCc2cc(=O)n3ccc(C)cc3n2)cc1	-3%	.	-4%	.	.
16	Cc1cc(C)cc(OCC(=O)NNC(=O)c2cc(C)[nH]n2)c1	-3%	0%	2%	-14%	1%
17	COc1ccc(S(=O)(=O)NC(C)C(=O)NCc2cccnc2)cc1Cl (stereo not drawn)	-6%	9%	-8%	-8%	3%
18	COc1ccc(C(=O)COC(=O)c2cc(C)no2)c(OC)c1	29%	6%	5%	1%	0%
19	Cc1ccc(C)c(NC(=S)NCCc2c[nH]c3ccccc23)c1	?	-33%	0%	?	1%
20	Cc1ccc(-c2nc3ccccc3o2)cc1NC(=S)NC(=O)/C=C/c1ccco1	8%	1%	-6%	.	7.3µM*

entry	HepG2 viability	Nrf2 activator	EPAC2 antagonist	ATXN viability
11	-9%	0.0%	5%	i
12	-7%	1.7%	21%	i
13	11%	-0.8%	13%	i
14	-30%	2.7%	-6%	i
15	5%	-1.0%	.	.
16	-2%	2.2%	-2%	i
17	2%	-0.6%	0%	i
18	8%	-0.2%	8%	i
19	-16%	-0.3%	-13%	i
20	-8%	7.2%	7%	i

Arranged by molar mass (lowest first): some entries from above.
entry	Structure	TGFb SMAD3 inh	ATXN2 expr inh	A549 tox	Nrf2 block	MCF10A rereplic
18	COc1ccc(C(=O)COC(=O)c2cc(C)no2)c(OC)c1	29%	6%	5%	1%	0%
19	Cc1ccc(C)c(NC(=S)NCCc2c[nH]c3ccccc23)c1	?	-33%	0%	?	1%
13	O=C(COC(=O)/C=C/c1cccs1)NC(c1ccccc1)c1ccccc1	6%	-10%	-4%	-11%	5%
17	COc1ccc(S(=O)(=O)NC(C)C(=O)NCc2cccnc2)cc1Cl (stereo not drawn)	-6%	9%	-8%	-8%	3%
12	COC(=O)c1ccc(OCC(O)CN2C(=O)c3ccccc3S2(=O)=O)cc1 (stereo not drawn)	-12%	-26%	-3%	-7%	10%
14	COc1ccc(/C=N/NC(=O)c2ccoc2C)cc1COc1ccc(Cl)cc1	-9%	-17%	-28%	13µM*	-12%
20	Cc1ccc(-c2nc3ccccc3o2)cc1NC(=S)NC(=O)/C=C/c1ccco1	8%	1%	-6%	.	7.3µM*
11	Cc1nc2ccc(C(=O)Nc3cccc(NS(C)(=O)=O)c3)cn2c1N(C)C(=O)CCc1ccccc1	-1%	-6%	.	.	.

entry	HepG2 viability	Nrf2 activator	EPAC2 antagonist	ATXN viability
18	8%	-0.2%	8%	i
19	-16%	-0.3%	-13%	i
13	11%	-0.8%	13%	i
17	2%	-0.6%	0%	i
12	-7%	1.7%	21%	i
14	-30%	2.7%	-6%	i
20	-8%	7.2%	7%	i
11	-9%	0.0%	5%	i

Next entries:
entry	Structure	TGFb SMAD3 inh	ATXN2 expr inh	A549 tox	Nrf2 block	MCF10A rereplic
21	Cc1cc(OCC(=O)N(C)Cc2ccccc2)cc(C)c1Cl	-8%	7%	1%	1%	-18%
22	CCOC(=O)CSc1nnc(NC(=O)c2cccc(S(=O)(=O)N3CCCC3)c2)s1	0%	-4%	1%	15%	2%
23	CS(=O)(=O)N1CCC(C(=O)Nc2cccc(Br)c2)CC1	22%	0%	2%	-4%	-4%
24	COc1ccc(N(CC(=O)NCC2CCCO2)C(=O)CCC(=O)Nc2cc(C)on2)cc1OC (stereo not drawn)	11%	4%	4%	1%	0%
25	CCOc1ccc(CN2C(=O)CC(=O)N(S(=O)(=O)c3ccc(OCC)cc3)C2=O)cc1	9%	2%	-6%	-3%	-13%
26	O=C(O)c1sccc1SCc1ccc(Cl)c(Cl)c1	-6%	6%	-6%	0%	12%
27	COc1ccc(OC)c(CCNC(=O)c2ccc3[nH]c(C)c(C)c3c2)c1	0%	.	2%	?	.
28	O=C(COc1ccc2ccccc2c1CN1CCOCC1)N1CCc2ccccc21	?	-18%	?	0%	12%
29	Cc1cc2c(cc1C)N(C(=O)CCl)CC(=O)N2	?	.	.	.	.
30	O=C1C=C(Nc2ccc(Cl)cc2Cl)CC(c2ccco2)C1 (stereo not drawn)	?	-34%	-3%	7%	?

entry	HepG2 viability	Nrf2 activator	EPAC2 antagonist	ATXN viability
21	-13%	-0.1%	-14%	i
22	-4%	-0.1%	1%	i
23	-1%	0.1%	-2%	i
24	-6%	0.2%	8%	i
25	20%	2.1%	-5%	?
26	-13%	0.0%	?	i
27	-25%	3.8%	.	.
28	13µM*	1.8%	-2%	i
29	-86%	?	9%	?
30	-2%	0.6%	2%	?

New compounds follow.
entry	Structure	TGFb SMAD3 inh	ATXN2 expr inh	A549 tox	Nrf2 block	MCF10A rereplic
31	CCOC(=O)c1c(C)[nH]c(C(=O)OCC(=O)N2CC(C)OC(C)C2)c1C (stereo not drawn)	-2%	-22%	-2%	14%	1%
32	CCc1cccc(C)c1NC(=O)c1cccc(C(=O)Nc2c(C)cccc2CC)c1	17%	-2%	-2%	.	.
33	O=C(CCSc1ccccc1)Nc1ccccc1Br	-3%	25%	15%	-3%	10%
34	O=C(Cn1c(=O)n(Cc2ccc(F)cc2)c(=O)c2sc3ccccc3c21)NCc1ccccc1	-16%	-5%	0%	-1%	.
35	O=C(NNc1ccccn1)c1ccc(Cl)nc1	?	10%	0%	-3%	-1%
36	Cc1ccc(OCC(=O)N(C)Cc2ccccc2)c([N+](=O)[O-])n1	6%	-2%	0%	11%	-4%
37	Cc1ccc(C(=O)Nc2onc3c2CCCC3)cc1	-18%	7.9µM*	6%	?	.
38	COc1ccc(Cl)c(Cn2c(NCCCN(C)C)nc3c2c(=O)n(C)c(=O)n3C)c1	9%	3%	0%	-18%	4%
39	S=c1[nH]ncn1-c1ccccn1	0%	17%	?	.	?
40	COc1cc([N+](=O)[O-])cc(/C=N/N(CCC#N)C(C)=O)c1O	-10%	0%	?	0%	?

entry	HepG2 viability	Nrf2 activator	EPAC2 antagonist	ATXN viability
31	-22%	-0.3%	5%	i
32	-31%	7.0%	.	i
33	-11%	0.2%	-2%	i
34	-2%	-1.5%	.	i
35	4%	-0.2%	24%	i
36	-2%	-0.3%	-3%	i
37	-32%	-2.6%	.	?
38	0%	0.3%	-1%	i
39	-11%	1.8%	-8%	i
40	-1%	-0.8%	1%	?

Other entries:
entry	Structure	TGFb SMAD3 inh	ATXN2 expr inh	A549 tox	Nrf2 block	MCF10A rereplic
41	O=C(CNC(=O)c1ccccc1)OCc1cccc(Br)c1	-9%	-21%	-9%	7%	-3%
42	CCOc1ccc(CCNC(=O)Nc2ccccc2C)cc1OCC	0%	.	-2%	-13%	0%
43	Cc1ccc2nc(N3CCN(S(=O)(=O)c4ccc(C)c(Cl)c4)CC3)c(C#N)cc2c1	-7%	-12%	5%	.	?
44	COc1cc(NC(=O)CN2CCN(c3ccccn3)CC2)cc(OC)c1OC	-6%	-10%	4%	-11%	0%
45	Cc1cc(C)nc(N2CCN(C(=O)CCC(=O)Nc3nnc(CC(C)C)s3)CC2)n1	1%	3%	1%	27%	2%

entry	HepG2 viability	Nrf2 activator	EPAC2 antagonist	ATXN viability
41	0%	0.2%	-5%	i
42	-3%	-0.6%	6%	i
43	6%	-0.1%	11%	i
44	-5%	-0.3%	1%	i
45	-38%	-0.1%	-1%	i
